bIAP act: bovine intestinal alkaline phosphatase activators, primary screen, biochemical, bovine IAP, CDP-star luminescence; alkaline phosphatase, intestinal [Bos taurus]; purified bovine IAP, 30 min; stronger effect = higher value; fold of DMSO-control signal, blank-subtracted; activation factor at 20 µM; 200,000 compounds, 0.17% hits; AID 1016, 2008;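 active means activation factor of 2 or more at 20 µM, a signal rise over negative controls twice the positive control's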
STAT3 blocker: IL-6 driven STAT3 reporter inhibitors, primary screen, U3A cells, luciferase, luminescence, MLSCN library | IL-6 STAT3-luciferase reporter; host cell line lacks STAT1 | 190,000 compounds, 0.89% hits | inhibition, % at 5.5 µM | AID 862, 2007;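 active means inhibition above the mean inhibition across all screened compounds plus 3 SD, cut at about 44% in these data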;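 further: 0% = DMSO only wells and 100% = 100 µM nifuroxazide control wells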
PPARg SRC3 recr: PPARgamma agonists recruiting SRC-3 coactivator, primary screen, biochemical; Peroxisome proliferator-activated receptor gamma (Homo sapiens), P37231; biochemical PPARgamma/SRC-3 coactivator recruitment assay; activation, % at 8 µM; 200,000 compounds, 0.26% hits; AID 731, 2007; in the data active means activation above about 23%;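 further: 0% = DMSO and 100% = reference agonist; some compounds past the cut are filed as inactive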
Target sequence (P37231 whole entry, looked up): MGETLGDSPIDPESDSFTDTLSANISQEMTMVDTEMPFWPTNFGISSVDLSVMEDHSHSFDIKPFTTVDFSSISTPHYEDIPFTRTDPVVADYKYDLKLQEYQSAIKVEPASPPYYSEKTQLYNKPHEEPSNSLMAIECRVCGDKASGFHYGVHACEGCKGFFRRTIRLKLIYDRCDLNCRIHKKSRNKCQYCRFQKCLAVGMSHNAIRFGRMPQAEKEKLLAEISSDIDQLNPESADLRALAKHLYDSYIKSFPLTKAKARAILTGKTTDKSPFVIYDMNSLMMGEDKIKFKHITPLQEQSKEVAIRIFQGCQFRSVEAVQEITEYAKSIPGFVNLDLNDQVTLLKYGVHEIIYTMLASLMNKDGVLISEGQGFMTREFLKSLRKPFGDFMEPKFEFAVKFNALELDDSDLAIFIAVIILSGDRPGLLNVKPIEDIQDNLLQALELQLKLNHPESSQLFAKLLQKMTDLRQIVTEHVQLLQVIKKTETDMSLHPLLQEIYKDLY
ROMK mod: ROMK potassium channel modulators, primary screen, cell-based, thallium flux, MLSMR library | ATP-sensitive inward rectifier potassium channel 1 (Homo sapiens), P48048 | Tet-inducible ROMK, thallium flux fluorescence; actives lie on both sides | B-score at 10 µM | 130,000 compounds, 2% hits;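 active means signal ratio slope over the read window, or its plate-corrected B-score, at least 3 SD from the plate mean, either direction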;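 further: B-score of the F/F0 ratio slope over 7 to 12 s after thallium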
Target sequence (P48048 whole entry, looked up): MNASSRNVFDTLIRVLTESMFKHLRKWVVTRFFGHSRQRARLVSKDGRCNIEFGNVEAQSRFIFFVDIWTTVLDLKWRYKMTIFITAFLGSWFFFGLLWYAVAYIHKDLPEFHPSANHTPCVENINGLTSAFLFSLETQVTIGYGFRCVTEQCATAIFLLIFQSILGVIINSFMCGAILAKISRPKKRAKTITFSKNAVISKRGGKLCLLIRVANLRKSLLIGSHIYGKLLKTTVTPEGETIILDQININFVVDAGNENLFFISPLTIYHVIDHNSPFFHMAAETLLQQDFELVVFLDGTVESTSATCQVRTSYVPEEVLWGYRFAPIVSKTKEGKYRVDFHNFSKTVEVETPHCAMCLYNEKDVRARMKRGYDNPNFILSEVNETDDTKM
PPARg SRC2 recr: agonists of PPARg-SRC-2 recruitment, primary screen, biochemical, HTS. Peroxisome proliferator-activated receptor gamma (Homo sapiens), P37231. PPARgamma LBD-SRC-2 recruitment. activation, % at 8 µM. 200,000 compounds, 0.34% hits. AID 1032, 2008; in the data active means activation above about 22%;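 further: 0% = vehicle and 100% = reference agonist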
TR-FRET SRC-2 ct: TR-FRET signal artefacts, primary screen, artefact control for PPARgamma SRC-2 agonist project, biochemical; TR-FRET artefact counter-screen; stronger effect = higher value; TR-FRET ratio at 8 µM; 200,000 compounds, 0.4% hits; in the data active means TR-FRET ratio above about 2000; further: inactives centre near 1500
STAT1 inh: STAT1 signaling inhibitors, primary screen, cell-based, HTS, luciferase reporter | NIH 3T3 STAT1-luciferase reporter, IFN-gamma, luminescence | inhibition, % at 5.5 µM | 200,000 compounds, 0.35% hits | AID 920, 2007;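 active means inhibition above a set limit, the mean inhibition across all tested compounds plus 3 SD, cut at about 34% in these data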;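 further: 0% = IFN-gamma with DMSO and 100% = IFN-gamma with 300 µM nifuroxazide; values of inactives mirror those of a sister screen read the other way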
bIAP inh: bovine intestinal alkaline phosphatase inhibitors, primary screen, selectivity assay for TNAP inhibitor project, biochemical, bovine IAP, CDP-star luminescence. purified bovine IAP, 30 min. inhibition, % at 20 µM. 190,000 tested, under 10 active;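 active means over 50% inhibition of intestinal alkaline phosphatase at 20 µM in the single-dose screen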
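System: purified bovine intestinal alkaline phosphatase (IAP) enzyme; Input: IAP diluted 1/65,000,000 in the well; Measured by: CDP-star luminescence signal; Compound dosing: 20 µM single dose; Incubation: 30 min reaction at room temperature.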
TNAP act hi DEA: TNAP activators at high phosphate acceptor level, primary screen, biochemical, luminescence, uHTS | Alkaline phosphatase, tissue-nonspecific isozyme (Homo sapiens), P05186 | purified TNAP, CDP-star luminescence, 1 M DEA, 30 min; stronger effect = higher value; 0 = EDTA background, 1 = DMSO-only activity | activation factor at 20 µM | 200,000 tested, under 10 active;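 active means activation factor at least 2 at 20 µM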
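Measured by: Luminescent substrate turnover signal | Test system: Human TNAP | Input: TNAP 1/800 final | Dosing: 20 µM single point | Schedule: 30 min, room temperature | Controls: EDTA wells as negative control, DMSO wells as positive control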
STAT3 act: IL-6 driven STAT3 reporter potentiators, primary screen, U3A cells, luciferase, luminescence, MLSCN library; activation (% of control), % at 5.6 µM; 190,000 compounds, 0.91% hits; IL-6 STAT3-luciferase reporter; 100% = signal with IL-6 EC80 alone;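 active means activation above the screen-wide mean of compound activation plus 3 SD, cut at about 130% in these data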;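 further: 0% = background luminescence of wells with medium and substrate only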
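Material: STAT3-luciferase reporter U3A cells; Probe or stimulus: IL-6 (33 ng/mL); Incubation: compound pre-incubation 1 h before IL-6, then 6 h stimulation at 37 °C; Technique: luminescence from STAT3-driven luciferase reporter; Evaluation: % activation versus median of IL-6-stimulated wells; Controls: IL-6-only high control.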
PPARg SRC-1 ag: PPARgamma agonists recruiting SRC-1 coactivator, primary screen, biochemical; 200,000 compounds, 0.41% hits; AID 631, 2007; PPARgamma-SRC-1 coactivator recruitment biochemical assay; activation, % at 8 µM; Peroxisome proliferator-activated receptor gamma (Homo sapiens), P37231; in the data active means activation above about 19%;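 further: 0% = DMSO and 100% = reference agonist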
* marks the source's active call; other numbers are inactive results; nt = not tested or not shown.

SMILES	bIAP act	STAT3 blocker	PPARg SRC3 recr	ROMK mod	PPARg SRC2 recr	TR-FRET SRC-2 ct	STAT1 inh	bIAP inh	TNAP act hi DEA	STAT3 act	PPARg SRC-1 ag
COc1ccccc1NC(=O)c1nnn(CC(=O)Nc2cccc(SC)c2)c1N	0.9	8	8	nt	3	1647	7	6	1	97	0
COc1ccccc1CNC(=O)c1ccc(NS(C)(=O)=O)cc1	0.9	-11	-10	0.82	2	1621	-4	7	1	110	1
COCC(C)NC(=O)CSc1nc2ccccc2n1CCc1ccccc1 (stereo unspecified)	1	6	4	nt	-4	1610	-5	0	1	99	-2
COc1ccc(N2C(=O)CCC(C(=O)N3CCN(c4ccccn4)CC3)C2c2ccc(F)cc2)cc1 (stereo unspecified)	1.1	0	1	0.22	-1	1610	3	-5	1	100	0
COc1ccc2cc(C(c3nnnn3C3CCCCC3)N3CCCCCC3)c3nnnn3c2c1 (stereo unspecified)	nt	-6	-5	nt	0	1415	-3	nt	nt	108	1
Nc1ccc(C(=O)n2c3ccccc3c3ccccc32)cc1	0.9	2	-3	0.96	8	1523	5	6	1	100	6
Cc1ccc2nc(SCC(=O)Nc3nnc(SCC(N)=O)s3)[nH]c2c1	1.2	1	0	0.13	6	1581	2	-16	1.1	106	5
CN(C)CCNC(=O)Cc1c(C(=O)O)n(C)c2ccccc12	0.9	0	-3	nt	1	1274	-2	6	1.1	102	0
O=C(CSc1ccc2nnc(-c3cccc(F)c3)n2n1)N1CCCc2ccccc21	1.1	3	3	nt	10	1644	-3	-5	1	100	7
O=C(Nc1nnc(SCc2ccc(F)cc2)s1)c1ccco1	0.9	0	2	0.0012	-4	1606	-11	6	1	103	3
Cc1nc2ccccc2c(=O)n1NC(=O)c1cccnc1Cl	1	5	-3	1.1	0	1501	3	-1	1	101	2
CCCCCCOC(=O)c1ccc(NC(=O)c2cc(OC)c(OC)c(OC)c2Br)cc1	1.1	-11	4	0.46	13	1588	-4	-13	1.1	109	4
O=C(CCCC(=O)N(c1ccc2c(c1)OCCO2)C(C(=O)NC1CCCCC1)c1ccc(Cl)cc1)Nc1ccccn1 (stereo unspecified)	1.1	7	7	nt	2	1621	5	-6	1	100	5
CCCCOc1ccc(S(=O)(=O)NNC(=O)c2cc3ccccc3o2)cc1	1	6	-1	-0.97	-3	1499	-5	-3	1	93	1
COc1ccc(CNC(=O)c2ccc(N3CCOCC3)c([N+](=O)[O-])c2)cc1	0.9	13	5	1.4	1	1622	6	10	1	94	13
c1csc(-c2cn3c(n2)SCC3)c1	0.9	19	2	nt	0	1403	-9	9	1	87	0
COC(=O)COc1nsnc1N1CCOCC1	0.9	6	1	0.27	4	1533	8	6	1	100	6
CCOC(=O)C1CCN(C(=O)CCS(=O)(=O)c2ccc3c(c2)CCN3C(=O)CC)CC1	1	0	0	0.21	2	1512	2	0	1	102	7
O=C(/C=C/c1ccccc1)N/C(=C/c1ccccc1)C(=O)N1CCOCC1	1	4	5	nt	6	1742	2	-1	1	96	7
CCN(CC)C(=O)COC(=O)c1cc(-c2ccco2)nc2ccccc12	1.1	0	6	-0.8	8	1648	4	-10	1	104	4

Gathered by group: the compounds so far containing an aryl methoxy group (six)
SMILES	bIAP act	STAT3 blocker	PPARg SRC3 recr	ROMK mod	PPARg SRC2 recr	TR-FRET SRC-2 ct	STAT1 inh	bIAP inh	TNAP act hi DEA	STAT3 act	PPARg SRC-1 ag
COc1ccccc1NC(=O)c1nnn(CC(=O)Nc2cccc(SC)c2)c1N	0.9	8	8	nt	3	1647	7	6	1	97	0
COc1ccccc1CNC(=O)c1ccc(NS(C)(=O)=O)cc1	0.9	-11	-10	0.82	2	1621	-4	7	1	110	1
COc1ccc(N2C(=O)CCC(C(=O)N3CCN(c4ccccn4)CC3)C2c2ccc(F)cc2)cc1 (stereo unspecified)	1.1	0	1	0.22	-1	1610	3	-5	1	100	0
COc1ccc2cc(C(c3nnnn3C3CCCCC3)N3CCCCCC3)c3nnnn3c2c1 (stereo unspecified)	nt	-6	-5	nt	0	1415	-3	nt	nt	108	1
CCCCCCOC(=O)c1ccc(NC(=O)c2cc(OC)c(OC)c(OC)c2Br)cc1	1.1	-11	4	0.46	13	1588	-4	-13	1.1	109	4
COc1ccc(CNC(=O)c2ccc(N3CCOCC3)c([N+](=O)[O-])c2)cc1	0.9	13	5	1.4	1	1622	6	10	1	94	13

(list continues)
SMILES	bIAP act	STAT3 blocker	PPARg SRC3 recr	ROMK mod	PPARg SRC2 recr	TR-FRET SRC-2 ct	STAT1 inh	bIAP inh	TNAP act hi DEA	STAT3 act	PPARg SRC-1 ag
C=CCn1c(SCC(=O)Nc2sccc2C(N)=O)nc2ccc(Cl)cc2c1=O	0.9	16	0	nt	2	1519	10	11	1	89	3
Cc1cccc(-c2noc(-c3cc4ccccc4oc3=O)n2)c1	1	-9	-6	nt	3	1307	-19	5	1	108	0
Cc1c(C)c2cc(Cl)c(O)c(CN3CCCC(C)C3)c2oc1=O (stereo unspecified)	1.1	4	-2	-0.0011	10	1421	-1	-12	1.1	98	6
Cc1occc1C(=O)NCCc1cccc(Cl)c1	1.1	-2	6	-0.38	4	1364	-17	-6	1.1	99	-1
Cc1cccn2c(=O)c(/C=C(\C#N)S(=O)(=O)c3ccc(Cl)cc3)c(N3CCC(C(N)=O)CC3)nc12	0.8	4	-3	-0.26	-3	1530	-4	20	1	96	-1
CC1CCCN(c2ccc([N+](=O)[O-])cc2C(=O)c2ccccc2)C1 (stereo unspecified)	0.9	-25	0	2.3	2	1437	4	8	0.9	125	10
Cn1c(=O)[nH]c(=O)c2c1nc(N1CCN(Cc3ccccc3)CC1)n2CCSc1ncccn1	1	20	-2	nt	3	1528	-6	0	1.1	90	1
CC(C)=CCC/C(C)=C/C=N/NC(=O)c1ccccc1[N+](=O)[O-]	1	5	5	0.032	3	1633	1	-2	1	100	2
Cc1oc2nc(SCC(=O)Nc3ccc(S(N)(=O)=O)cc3)nc(NC(=O)c3ccccc3)c2c1C	1	-1	-2	0.0072	-1	1467	-5	5	1	101	-6
CCCCn1nc2cc(C(=O)NCc3ccc(OC)cc3)ccc2c1OCC	1.1	26	1	nt	-2	1701	-4	-7	1	87	2
CCOC(=O)c1c(C)n(C)c2ccc(OC(=O)c3ccc([N+](=O)[O-])cc3)cc12	0.7	-4	0	nt	5	1666	4	34	1.1	106	2
COCCCNC(=O)c1cc(OC)c(OC)c(OC)c1	0.9	8	-13	nt	3	1525	-1	10	1	101	-2
COc1ccc([N+](=O)[O-])cc1NC(=O)C(C)OC(=O)c1cccnc1 (stereo unspecified)	1	13	5	0.52	9	1603	-4	0	1	96	12
COc1cc2oc3ccccc3c2cc1N(CC(=O)N(C)C)S(=O)(=O)c1ccccc1	1	10	-7	-0.37	10	1667	1	-5	1	96	0
COc1ccc(/C(N)=N/OC(=O)c2cccc([N+](=O)[O-])c2C)cc1OC	0.9	22	5	nt	0	1591	-13	13	1.1	84	3
CCOC(=O)C1=C(O)/C(=C/c2cccc(OC)c2O)N=C1C	0.7	8	3	-0.27	7	1738	-7	35	0.7	100	11
CCOC(=O)c1cc2c(=O)n3ccccc3nc2n(CCCOC)c1=NC(=O)C(C)(C)C	1	8	-4	nt	3	1448	-2	-2	1	96	-2
COc1ccc(-c2nc3ccccc3c(=O)n2NC(=O)Cc2ccccc2)cc1	0.8	30	4	nt	3	1528	11	23	0.9	74	-1
COc1ccc(CN2CC(C(=O)NCCCN3CCN(C)CC3)CC2=O)cc1 (stereo unspecified)	1	2	2	-0.25	1	1602	-3	2	1	98	-4
COc1ccc(NC(=O)NNc2cc(N3CCOCC3)nc(N3CCOCC3)n2)cc1	1.3	-1	-2	-0.042	0	1533	0	-27	1	103	6

Already shown: 2 of the compounds above.
SMILES	bIAP act	STAT3 blocker	PPARg SRC3 recr	ROMK mod	PPARg SRC2 recr	TR-FRET SRC-2 ct	STAT1 inh	bIAP inh	TNAP act hi DEA	STAT3 act	PPARg SRC-1 ag
Cn1c(=O)[nH]c(=O)c2c1nc(N1CCN(Cc3ccccc3)CC1)n2CCSc1ncccn1	1	20	-2	nt	3	1528	-6	0	1.1	90	1
CC(C)=CCC/C(C)=C/C=N/NC(=O)c1ccccc1[N+](=O)[O-]	1	5	5	0.032	3	1633	1	-2	1	100	2

Next structures:
SMILES	bIAP act	STAT3 blocker	PPARg SRC3 recr	ROMK mod	PPARg SRC2 recr	TR-FRET SRC-2 ct	STAT1 inh	bIAP inh	TNAP act hi DEA	STAT3 act	PPARg SRC-1 ag
CCCn1c(=N)n(CC(=O)c2cccs2)c2ccccc21	0.8	3	-4	-1.3	18	1571	-4	22	1	103	10
COc1ccc(C2C(C#N)=C(N)SC(N)=C2C#N)cc1OC	1	-8	10	-0.27	7	1814	-3	3	1	110	2
Cc1nc(SCC(=O)OCc2ccccc2)c(C#N)c(-c2ccccc2)c1C(=O)Nc1ccccc1	0.8	-6	11	nt	-2	2287*	6	24	1.1	110	3
Cc1ccc(CN2C(=O)S/C(=C\c3ccccc3OCC(=O)O)C2=O)cc1	0.9	8	9	-0.48	-1	1298	-4	6	1	97	-5
CN(C(=O)C1CCCO1)c1nnc(-c2ccccn2)s1 (stereo unspecified)	1	13	13	0.96	9	1565	-27	-2	1	91	5
Cc1ccccc1NC(=O)COC(=O)c1cc(=O)c2ccccc2o1	0.9	4	3	0.71	4	1520	-9	13	1	101	0

High-throughput results as filed in PubChem.
